PglD inh: PglD (C. jejuni) enzyme inhibition | AID 602405 | inhibition, % at 12.5 µM | purified PglD enzyme, DTNB colorimetric CoA detection | hit rate 0.098% among 360,000; in the data active = inhibition above about 16%, passing the limit was not always enough; inconclusive = no clear call, values can overlap the other calls; also: strong numbers were not always called active
DENV2 CPE: DENV2-induced cell death inhibition; DENV2-infected cells, cytopathic effect rescue, plate reader; CPE inhibition, % at 9.99 µM; hit rate 1.7% among 350,000; in the data active = CPE inhibition above about 20%, passing the limit was not always enough; inconclusive = no clear call, values can overlap the other calls; tested in BHK-21 cells;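 also: 0% = median of neutral control wells and 100% = median of positive control wells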
E-sel inducer: E-selectin induction on HUVECs | activation, % at 7.58 µM | hit rate 0.37% among 260,000 | P16581 | HUVEC E-selectin immunofluorescence imaging; normalized: neutral wells 0, TNF-alpha wells 100;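 active = mean E-selectin-positive cell signal at least 10% of the positive control, reached in at least 60% of replicates, without over 20% cell loss; inconclusive = no rule given, readout overlaps actives, possibly toxicity-flagged; inactive = the rest, including those meeting only one limit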;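 also: in these data hits start at about 27%; measured in HUVEC primary endothelial cells; signal is the percent of cells scored E-selectin positive by PE staining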
Target sequence (P16581 whole entry, looked up): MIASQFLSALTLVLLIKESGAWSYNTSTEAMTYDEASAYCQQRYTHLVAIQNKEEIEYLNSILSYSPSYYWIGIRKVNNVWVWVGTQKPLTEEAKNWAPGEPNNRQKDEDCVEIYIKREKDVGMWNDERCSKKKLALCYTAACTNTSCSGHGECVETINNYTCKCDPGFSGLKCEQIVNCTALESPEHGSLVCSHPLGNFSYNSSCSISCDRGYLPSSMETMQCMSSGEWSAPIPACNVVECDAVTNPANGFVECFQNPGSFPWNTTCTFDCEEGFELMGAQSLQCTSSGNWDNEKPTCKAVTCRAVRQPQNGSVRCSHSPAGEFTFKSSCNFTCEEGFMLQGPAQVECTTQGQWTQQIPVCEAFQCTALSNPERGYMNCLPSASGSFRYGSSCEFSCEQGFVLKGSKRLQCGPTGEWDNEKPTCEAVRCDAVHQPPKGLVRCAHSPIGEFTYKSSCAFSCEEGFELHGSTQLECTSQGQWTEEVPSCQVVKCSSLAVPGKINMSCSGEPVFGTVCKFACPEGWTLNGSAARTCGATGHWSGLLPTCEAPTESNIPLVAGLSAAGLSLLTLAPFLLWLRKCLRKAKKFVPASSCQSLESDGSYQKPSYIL
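Test system: HUVEC; input: 3,000 HUVEC/well; measured by: immunofluorescence imaging; read-out: % PE-positive cells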
ERp5 block: ERp5 (human) disulfide isomerase inhibition; Q15084; ERp5 insulin aggregation, absorbance 650 nm, 90 min; inhibition, % at 9.99 µM; hit rate 0.05% among 350,000;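 active = mean replicate inhibition above about 25%, with every replicate also reaching it, limit read from the data, passing the limit was not always enough; inconclusive = only one of those two criteria met; inactive = neither criterion met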
Statin myotox sup: suppression of simvastatin myotoxicity | C2C12 myotubes + simvastatin, ATP luminescence, 48 h; scaled: DMSO 0, geranylgeraniol control 100 | rescue of ATP level, % at 7.49 µM | hit rate 0.78% among 330,000 | AID 602340;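 active = mean ATP rescue above about 67%, or every replicate alone reaching that limit, limit read from the data, passing the limit was not always enough; inconclusive = no clear call, values can overlap the other calls; inactive = mean under the limit and some replicate under it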;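 also: myotubes were challenged with 10 µM simvastatin during compound exposure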
SIRT5 block: blocks human SIRT5 desuccinylation of peptide; Purified SirT5, succinyl-peptide AMC, trypsin-coupled fluorescence; inhibition, % at 15 µM; hit rate 1.1% among 330,000; in the data active = inhibition above about 15%; inconclusive = no clear call, values can overlap the other calls
Target sequence (Q9NXA8 whole entry, looked up): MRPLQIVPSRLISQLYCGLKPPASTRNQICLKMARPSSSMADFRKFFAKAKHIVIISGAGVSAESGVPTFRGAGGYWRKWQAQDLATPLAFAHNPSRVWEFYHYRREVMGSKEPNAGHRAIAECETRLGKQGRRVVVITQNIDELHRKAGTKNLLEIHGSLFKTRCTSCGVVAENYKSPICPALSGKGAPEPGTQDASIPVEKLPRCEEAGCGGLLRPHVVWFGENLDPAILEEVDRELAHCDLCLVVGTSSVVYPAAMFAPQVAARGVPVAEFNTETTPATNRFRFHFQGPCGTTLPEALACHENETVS
S100A4 MyoIIA: S100A4-myosin IIA interaction inhibition; P26447; S100A4/TAMRA-MyoIIA peptide fluorescence polarization; inhibition, % at 10.7 µM; hit rate 0.14% among 360,000; AID 652163;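 active = mean inhibition of at least 70% across replicates, with every replicate also reaching that level; inconclusive = mean inhibition reaches 70% but some replicates fall short; inactive = mean inhibition below 70%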
Target sequence (P26447 whole entry, looked up): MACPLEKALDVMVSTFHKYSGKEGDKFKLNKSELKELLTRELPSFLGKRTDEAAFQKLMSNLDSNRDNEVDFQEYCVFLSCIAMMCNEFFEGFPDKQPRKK
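assay system = human S100A4 monomer with TAMRA-labelled myosin IIA peptide | also added = labelled myosin peptide probe, 5 nM | incubation = 5 min between mix addition and reading | control set = DMSO and TFP controls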
* = called active by the depositor; ? = inconclusive; . = not tested or not shown. These rows are one share of the data (hit frequency here may not be typical).

SMILES	PglD inh	DENV2 CPE	E-sel inducer	ERp5 block	Statin myotox sup	SIRT5 block	S100A4 MyoIIA
O=C(N[C@H](Cc1ccccc1)C(=O)NCc1cccc2ccccc12)[C@H]1O[C@@H](n2ccc(=O)[nH]c2=O)[C@H](O)[C@@H]1O	.	-2	-0.2	1	.	-2	4
Cc1cc(C(=O)Nc2ccc3c(c2)C(=O)N(C)[C@@H]2CC[C@@H](CC(=O)NCc4ccc(-c5ccccc5)cc4)O[C@@H]2CO3)no1	1	4	0.6	-2	16	11	6
COc1ccc(C)cc1Nc1n[n+](-c2ccccc2)c(-c2cc(OC)c(OC)cc2Br)s1	5	-6	0.5	-1	-10	3	0
CC(=O)N(C)C[C@@H]1[C@H](c2ccc(-c3ccccc3)cc2)[C@H](CO)N1C(=O)C1CC1	1	-3	0.0	11	11	-5	13
CCN1CCN(CC(=O)Nc2cc(C(F)(F)F)ccc2OCCOC)CC1	.	12	-0.4	8	7	-8	-2
O=C1C2CCCN2C(=O)N1CCCN1CCN(c2cccc(Br)c2)CC1 (centres undefined)	-2	?	.	0	5	.	1
CC(Sc1nnc(N)s1)C(=O)Nc1ccc2c(c1)OCCO2 (centres undefined)	4	-1	0.4	1	.	0	-1
OCCSc1nc(-c2ccccc2)nc2c1CCC2	5	0	0.0	-2	-7	-2	0
O=C(COC(=O)C1CCCCC1)Nc1ccc(S(=O)(=O)N2CCOCC2)cc1	.	-1	0.0	8	.	1	1
O=C(NNC(=O)c1ccc(-c2ccccc2)cc1)Nc1ccc(F)cc1F	0	3	-0.3	-12	0	-1	3
COC(=O)c1c(C(=O)OC)c2ccccn2c1C(=O)c1ccccc1	-9	-1	0.1	3	3	1	0
COCC(=O)Nc1ccc2c(c1)C(=O)N(C)C[C@@H](OC)[C@H](C)CN(Cc1ccccn1)[C@@H](C)CO2	2	1	0.0	-1	15	-1	7
CC(=O)Nc1ccc(C(=O)N2CCc3cc4c(cc3C2C)OCCCO4)cc1 (centres undefined)	-3	-3	.	6	6	-2	13
CCCCn1nnnc1C(c1ccccc1)N1CCN(c2ccc(OC)cc2)CC1 (centres undefined)	.	0	4.9	1	.	0	7
COc1ccc(OC)c(S(=O)(=O)NCCc2csc(-c3cccnc3)n2)c1	.	-7	.	2	.	2	-2
CC(C)Cn1c(=O)c2c(nc3n2CC(C)CN3Cc2ccccc2)n(C)c1=O (centres undefined)	-3	-3	-2.0	19	-12	-2	-2
O=C(CN1CCc2ccccc21)NC(c1ccccc1)c1ccccc1	-6	-15	.	0	.	.	-8
NC(=O)CSc1nnc(-c2ccncc2)n1-c1ccc(Cl)cc1	-3	-6	-0.1	4	-10	1	1
CCCCc1ccc(NC(=O)CSc2nc(=O)n(CCN(CC)CC)c3c2CCCC3)cc1	-5	11	1.3	4	6	-1	-2
COc1cc(C2C(C(=O)c3ccco3)=C(O)C(=O)N2c2cc(C)on2)ccc1OCc1ccccc1 (centres undefined)	.	5	-0.1	-4	.	-4	-5
Cc1noc(C)c1NC(=O)Nc1ccc2c(c1)CC(=O)N([C@@H](C)CO)C[C@H](C)[C@@H](CN(C)C(=O)Nc1ccc3c(c1)OCO3)O2	-1	5	0.1	5	-9	0	-3
CN(C)/C=N/c1ncc(-c2ncc(C(F)(F)F)cc2Cl)cn1	6	-3	.	-1	6	-39	3
CNC(=O)C[C@@H]1CC[C@@H]2[C@H](COc3ccc(NC(=O)c4cscn4)cc3C(=O)N2C)O1	5	6	0.0	.	10	.	.
C[C@H]1CN([C@@H](C)CO)C(=O)c2cccc(NC(=O)c3nc4ccccc4s3)c2O[C@@H]1CN(C)C(=O)Nc1ccc(C(F)(F)F)cc1	-3	5	.	27*	-49	4	5
CCOc1ccccc1C=NNC(=O)c1cccc2ccccc12	.	0	0.9	-2	.	.	11
The list goes on.
SMILES	PglD inh	DENV2 CPE	E-sel inducer	ERp5 block	Statin myotox sup	SIRT5 block	S100A4 MyoIIA
COc1ccc(/C=N/NC(=O)c2cc(C3CC3)[nH]n2)cc1OC	-7	-3	2.1	2	.	2	1
C[C@H](CO)N1C[C@H](C)[C@@H](CN(C)CC2CC2)OCCCC[C@H](C)Oc2ccc(NC(=O)CCC(F)(F)F)cc2C1=O	-2	1	0.1	3	.	-1	1
COc1ccc(NC(=O)Nc2ccc3c(c2)CC(=O)N([C@H](C)CO)C[C@@H](C)[C@@H](CN(C)C)O3)cc1	1	4	3.2	0	27	-1	2
CCOC(=O)C1CCCN(C(=O)c2cc3ccccc3cc2OC)C1 (centres undefined)	4	2	-0.1	2	6	0	0
COc1cccc(NC(=O)N(C)C[C@@H]2Oc3ncc(/C=C/c4ccccc4)cc3C(=O)N([C@H](C)CO)C[C@H]2C)c1	1	-1	0.2	3	16	-9	5
CN1C(=O)c2cc(NC(=O)Nc3ccccc3Cl)ccc2OC[C@@H]2O[C@H](CC(=O)O)CC[C@H]21	0	2	-0.2	.	17	.	.
COc1ccccc1C(C(=O)NCc1ccc(F)cc1)N(C(=O)c1csnn1)C1CC1 (centres undefined)	0	?	.	0	5	-1	-4
O=C(Nc1ccc2c(c1)[C@@H]1C[C@H](CC(=O)N3CCc4ccccc4C3)O[C@H](CO)[C@@H]1O2)Nc1ccccc1F	6	0	-0.2	2	4	3	-43
CC1=NN(C(N)=S)C(=O)C1N=Nc1cccc(C)c1 (centres undefined)	-2	-1	0.8	-1	-9	-4	-1
O=C(COC(=O)c1ccc(S(=O)(=O)N2CCCC2)cc1)NCc1ccco1	-2	?	1.6	-3	33	2	17
O=C(CCNS(=O)(=O)c1ccccc1)OCC(=O)c1ccc[nH]1	0	6	1.0	0	-5	-10	-5
CC(O)(c1ccccc1)C(C(c1ccccc1)N1CCOCC1)N1CCOCC1 (centres undefined)	-3	-4	-0.2	11	-2	-6	0
CCOC(=O)c1c(S(=O)(=O)N(C)Cc2ccco2)c(C)n(C)c1C	1	-6	.	-12	7	1	34
Cc1noc(C)c1NC(=O)Nc1cccc2c1O[C@@H](CN(C)S(=O)(=O)c1cccs1)[C@@H](C)CN([C@H](C)CO)C2=O	-7	3	-0.1	-8	-5	-6	19
Nc1nc(SCC(=O)Nc2ccccc2C(F)(F)F)[nH]c(=O)c1-c1ccccc1	.	-2	.	3	.	-4	-4
O=C(C[C@@H]1CC[C@H](NC(=O)C2CC2)[C@H](CO)O1)Nc1nccs1	10	-4	-0.2	0	-2	0	19
N#Cc1cc2c(nc1SCc1ccc(Cl)nc1)CCCCC2	9	-2	-0.2	4	32	-5	50
Cc1c(OCC(=O)N2CCC(C(=O)NCCCC(=O)O)CC2)ccc2c1oc(=O)c1ccccc12	-2	-5	.	1	-14	-21	-3
CCC1(c2ccc(F)cc2)NC(=O)N(CC(=O)NC2CC2)C1=O (centres undefined)	4	1	7.0	0	-1	-3	0
CC(=O)N1[C@@H]2c3ccc(-c4cccc(F)c4)c(=O)n3C[C@H]1[C@H](CO)[C@H]2C(=O)NCCCN(C)C	.	-9	-0.1	0	.	-27	22
CCOc1ccc2[nH]c(C(=O)N/N=C/c3cccc(OC)c3OC)cc2c1	1	-7	0.1	2	-11	-1	-5
Cc1noc(NS(=O)(=O)c2ccc(N3CC(O)=C(c4ccccc4)C3=N)cc2)c1C	-1	.	.	7	1	-3	0
C[C@H](CO)N1C[C@H](C)[C@H](CN(C)C(=O)c2cccnc2)Oc2cc(C3=CCCC3)ccc2S1(=O)=O	0	?	3.4	1	7	-1	16
COc1ccccc1CNC(=O)C1CCN(S(=O)(=O)N2CCCCC2)CC1	1	1	.	2	15	-5	4
Cn1c(=O)c(C(=O)NCc2ccccc2)c(O)c2ccccc21	-4	3	.	3	19	-1	6
(next part)
SMILES	PglD inh	DENV2 CPE	E-sel inducer	ERp5 block	Statin myotox sup	SIRT5 block	S100A4 MyoIIA
Cc1cc(C)nc(NC(=O)CCN2C(=O)c3ccccc3S2(=O)=O)n1	-5	-1	0.2	-1	-10	-1	-2
CN(C)c1nc(N)nc(CSc2nc3c(c(=O)n(C)c(=O)n3C)n2Cc2ccccc2F)n1	-10	-1	-0.9	1	14	2	-1
Cc1cc(=O)[nH]c(N2CCCCC2)n1	4	6	0.0	-11	-7	-4	-8
CN1CCN(C(=O)C[C@H]2C[C@H]3c4cc(NS(=O)(=O)c5ccc(F)cc5)ccc4O[C@H]3[C@H](CO)O2)CC1	3	5	-0.3	.	-5	.	.
CCCNC(=O)[C@H]1[C@H](CO)[C@H]2Cn3c(ccc(-c4ccc(F)cc4)c3=O)[C@H]2N1CC	-2	1	-0.2	6	3	-4	9
Cn1c(=O)c2c(nc(N3CCN(c4ccc([N+](=O)[O-])cc4)CC3)n2C)n(C)c1=O	-12	-3	.	1	.	-3	-3
CC(=O)NCCNc1nc2cc(-c3ccccc3)sc2c(=O)n1C	5	1	2.5	3	1	1	-2
CC(=O)OCCN1c2ccccc2Sc2cnccc21	2	11	5.3	5	5	-3	43
Cc1cnc(C(=O)Nc2ccc(C)c(S(=O)(=O)N3CCCCCC3)c2)cn1	-1	2	0.3	4	-7	-4	2
Cc1nc2ccc(NC(=O)COc3cccc(F)c3)cc2s1	.	.	-0.2	-1	.	-2	4
COCCn1c(N)c(N(Cc2ccccc2)C(=O)C2=COCCO2)c(=O)[nH]c1=O	2	-4	-0.1	3	-1	-3	-2
CSC[C@@H]1NC(=S)N(c2ccc(C)cc2)C1=O	.	-1	0.1	3	.	5	-7
C/C(=N\NS(=O)(=O)c1ccc(Br)cc1)c1ccc(-n2ccnc2)cc1	-7	-7	.	-1	8	0	-12
Cc1ccccc1SCc1noc(C(=O)NC(C)C)c1C(=O)O	3	-16	-0.1	5	-2	.	1
N#Cc1c(=O)c2nc(NCCCO)ncc2n2c(=O)c3ccccc3[nH]c12	.	1	0.8	-1	.	4	-6
COc1ccc(C(=O)Oc2ccc3ccc(=O)oc3c2)cc1	0	7	.	1	2	-2	-5
COc1ccc(C(=O)OCc2ccccc2F)cc1S(=O)(=O)N1CCCC1	8	.	0.9	-2	-2	1	0
C[C@H]1CN([C@@H](C)CO)C(=O)c2cccc(NC(=O)Nc3ccc(C(F)(F)F)cc3)c2O[C@H]1CN(C)C(=O)Nc1ccc(C(F)(F)F)cc1	4	2	-0.2	18	31	8	-4
COc1ccc(NS(=O)(=O)c2ccc(O)c(NC(=O)c3ccc(S(=O)(=O)N4CCCC4)cc3)c2)cc1	-2	10	-1.0	-1	8	-3	0
CCOC(=O)CCCCCC(=O)Nc1ccc2c(c1)C(=O)N([C@H](C)CO)C[C@@H](C)[C@H](CN(C)Cc1ccc3c(c1)OCO3)O2	-2	-10	0.1	0	-1	-2	-2
C[C@H]1CCCCO[C@H](CN(C)S(=O)(=O)c2ccc(Cl)cc2)[C@@H](C)CN([C@@H](C)CO)C(=O)c2cc(NS(=O)(=O)c3cccs3)ccc2O1	-7	?	0.1	1	.	6	-17
O=C(COC(=O)c1ccc2c(c1)OCCO2)Nc1ccc(F)cc1F	-6	-3	0.0	-2	-2	-1	1
